pCIP destab – p/CIP-EGFP fusion destabilizers, primary screen, fluorescence, F442A cells; 16 h; decrease of EGFP signal, % at 10 µM; 290,000 compounds, 0.01% hits;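 active = EGFP signal decrease of at least 30% at 10 µM or well 3 SD below plate mean, unless failing retest; inactive = the rest, including hits failing retest or dose response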; also: some compounds called inactive have numbers as strong as hits; many of its hits are not listed in these tables
FID counter – compounds displacing fluorescent DNA intercalator, primary screen, artefact control for HCV NS3 helicase inhibitor project, biochemical, FID fluorescence. DNA fluorescent intercalator displacement. inhibition, % at 7.9 µM. 290,000 compounds, 0.17% hits. AID 1845, 2009; in the data active = inhibition above about 37%;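 also: 0% = vehicle and 100% = reference compound; higher means more ethidium bromide displaced from hairpin DNA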
IDE act – human IDE activators in live cells, primary screen, fluorescence polarization, HEK cells, FAbeta-B substrate; activation, % at 5.96 µM; FAbeta-B cleavage; 0% vehicle, 100% cell-free pure enzyme wells; 340,000 compounds, 0.073% hits; AID 493087, 2011;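 active = activation above the mean of all tested compounds plus 3 SD, set per screening campaign, cut at about 17% in these data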
IDE inh – human IDE inhibitors in live cells, primary screen, fluorescence polarization, HEK cells, FAbetaB substrate. FAbetaB cleavage. Insulin-degrading enzyme (Homo sapiens), P14735. AID 434962, 2010. 320,000 compounds, 0.41% hits. inhibition, % at 5.59 µM;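 active = percent inhibition above the average of all tested compounds plus 3 SD, set per screening campaign, cut at about 16% in these data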;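 also: IDE supplied by intact live HEK cells; FP after avidin binding of uncleaved biotin substrate so inhibition keeps polarization high; 0% = DMSO wells and 100% = 60 µM reference IDE inhibitor Ii1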
IMP-1 inhibitor – IMP-1 metallo-beta-lactamase inhibitors, primary screen, biochemical, epi-absorbance readout, Pseudomonas aeruginosa enzyme; metallo-beta-lactamase IMP-1 (Pseudomonas aeruginosa); inhibition, % at 5.6 µM; 290,000 compounds, 0.45% hits; purified IMP-1, nitrocefin hydrolysis, epi-absorbance fluorescence;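 active = inhibition above the mean plus 3 SD of all compounds in the same screening run, cut at about 4.5% in these data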;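 also: 0% = IMP-1 with DMSO and 100% = DMSO wells lacking enzyme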
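System – purified recombinant IMP-1 beta-lactamase · Input – IMP-1 dispensed at 0.2 nM · Timing – 15 min preincubation plus 25 min reaction at 25 °C · Signal – Epi-absorbance fluorescence, 480 nm excitation, 530 nm emission · Measure – percent IMP-1 inhibition derived from blank-referenced optical density · Controls – Enzyme-plus-DMSO low control, enzyme-free DMSO high control · Replication – singlicate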
PfM18AAP inh – PfM18AAP inhibitors, malaria aminopeptidase, primary screen, biochemical, QFRET, recombinant enzyme. M18 aspartyl aminopeptidase (Plasmodium falciparum 3D7). H-Glu-NHMec fluorogenic cleavage. inhibition, % at 7.35 µM. 290,000 compounds, 1.2% hits. AID 1822, 2009;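 active = inhibition above the campaign mean inhibition over all tested compounds plus 3 SD, cut at about 28% in these data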;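 also: 0% = plate median of test compound wells and 100% = 2 mM ZnCl2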
HCV NS3 hel inh – inhibitors of HCV NS3 helicase, primary screen, biochemical, Cy5 molecular beacon fluorescence. Hepatitis C virus NS3 helicase. NS3 helicase DNA unwinding. inhibition, % at 10.9 µM. 290,000 compounds, 0.56% hits;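 active = inhibition above the mean of all tested compounds plus 3 SD, set per campaign, cut at about 35% in these data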;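 also: 0% = DMSO wells and 100% = thioflavine S control wells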
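System: NS3 helicase fragment of HCV / Schedule: 1 h at 25 °C / Control set: DMSO alone as 0% and 110 µM thioflavine S as 100% / Reagent: Cy5/quencher beacon DNA duplex and ATP to start / Technique: Cy5 fluorescence / Replication: singlicate / Evaluation: % inhibition of end-to-start signal ratio versus controls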
VIM-2 inhibitor – VIM-2 metallo-beta-lactamase inhibitors, primary screen, biochemical, epi-absorbance readout, Pseudomonas aeruginosa enzyme; purified VIM-2, nitrocefin hydrolysis, epi-absorbance fluorescence; inhibition, % at 5.6 µM; 290,000 compounds, 0.89% hits; AID 1527, 2009;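 active = inhibition above the mean of all tested compounds plus 3 SD, cutoff set per screening run, cut at about 7.5% in these data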;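 also: red hydrolysis product quenches plate fluorescence so inhibitors raise well fluorescence; 0% = enzyme with DMSO and 100% = DMSO without enzyme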
SUMO HTRF inh – inhibitors of in vitro SUMOylation cascade, primary screen, biochemical, HTRF, uHTS | inhibition, % at 35 µM | HTRF SUMOylation assay, SAE1/SAE2 + UBC9 | SUMO-conjugating enzyme UBC9 (Homo sapiens), P63279 | 290,000 compounds, 0.36% hits; in the data active = inhibition above about 50%, passing the limit was not always enough; also: strong numbers were not always called active
Target sequence (P63279 whole entry, looked up): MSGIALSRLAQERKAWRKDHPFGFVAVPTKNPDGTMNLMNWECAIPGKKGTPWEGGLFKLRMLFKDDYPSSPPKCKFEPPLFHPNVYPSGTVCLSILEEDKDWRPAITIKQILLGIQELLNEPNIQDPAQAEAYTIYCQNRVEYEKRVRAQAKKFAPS
An asterisk follows results filed as active; . = not tested or not shown.

Results follow in this order: pCIP destab, FID counter, IDE act, IDE inh, IMP-1 inhibitor, PfM18AAP inh, HCV NS3 hel inh, VIM-2 inhibitor, SUMO HTRF inh
- CCC(=O)Nc1c2c(nn1-c1ccc(OC)cc1)CSC2
 : 4, 1, 8, 0, -1.7, -6, 10, -0.7, 14
- COC(=O)c1cn(C)c2ccc(S(=O)(=O)N3CCCC3)cc2c1=O
 : ., -2, 8, -3, -3.1, 3, -2, -1.1, .
- CCN1CCN(C(=O)CN(CC)S(=O)(=O)c2ccc3ccccc3c2)CC1
 : -12, 2, 4, 0, -4.1, 1, 3, -5.1, 7
- Cc1nnnn1CC(=O)Nc1cccc([N+](=O)[O-])c1
 : 4, 1, 0, -3, -2.2, -3, -1, -2.0, 2
- CCc1cc2c3c(c(=O)oc2cc1OCC(=O)OC)CCCC3
 : 0, -28, 5, 1, -1.9, 3, -5, 5.6, 8
- CC1(C)CC(=O)C=C(NCc2cccc(C(F)(F)F)c2)C1
 : -6, -14, 0, 12, -3.2, 4, 8, -1.5, 8
- Cc1onc(-c2c(Cl)cccc2Cl)c1C(=O)N1CCCCC1
 : -14, -13, 4, 2, -2.1, -12, 0, -1.6, 5
- O=C(O)c1ccc(NCc2cccnc2)c([N+](=O)[O-])c1
 : -5, 1, -1, -6, 1.7, -6, -1, 2.4, 15
- Cc1ccc(OCCSc2nnc(-c3ccncc3)n2C)cc1
 : -3, -13, -39, 36*, -3.9, 1, -7, -4.5, -3
- CCOC(=O)Cc1csc(NC(=O)Cc2ccc(Br)cc2)n1
 : -13, -10, 7, -3, -2.9, -6, -4, -0.6, 12

Other structures follow.
Results follow in this order: pCIP destab, FID counter, IDE act, IDE inh, IMP-1 inhibitor, PfM18AAP inh, HCV NS3 hel inh, VIM-2 inhibitor, SUMO HTRF inh
- O=C(COC(=O)c1ccc(Br)o1)Nc1nc2c(F)c(F)c(F)cc2s1
 : -12, -7, -2, 0, -3.8, -11, 6, -3.3, 30
- Nc1c(-c2ccccc2)nc(Cl)nc1-c1ccccc1
 : 4, -5, 4, 7, -2.6, 12, -7, -1.7, 28
- Fc1cccc(-c2oncc2-c2nnnn2-c2ccc(Cl)cc2)c1
 : -7, -21, 1, -5, -8.6, 1, 8, -4.6, -16
- Cc1ccc(CNC(=O)N[C@@H](Cc2ccccc2)C(=O)O)cc1
 : -10, 2, 2, 16, -0.6, -3, 3, -2.4, 6
- Cc1ccc(-n2nc(C)c3c2NC2=C(C(=O)CC(C)(C)C2)C3c2ccccc2OCC(=O)O)cc1 (stereo unspecified)
 : 2, -20, 5, 0, -2.5, 0, -9, 1.4, 40
- Cc1cc(=O)[nH]c(-n2nc(C)cc2C)n1
 : -9, -9, 4, 8, -1.7, 3, 5, -2.7, 10
- Cc1ccc(-n2c(C)cc(C)c(C#N)c2=O)cc1Cl
 : -2, -17, 3, 7, -2.3, 4, 22, -2.5, 14
- C=CCc1ccccc1OCC(O)CN1CCN(c2ccccc2F)CC1 (stereo unspecified)
 : 4, 7, 6, 2, -3.0, 6, -20, -2.0, -28
- COC(=O)C1CCN(C2=C(NS(=O)(=O)c3ccc(Cl)cc3)C(=O)c3ccccc3C2=O)CC1
 : 0, 3, 14, -1, -1.3, 11, 14, 8.4*, 31
- O=C(c1cccnc1)N1C2C=CC(C2)C1(C(F)(F)F)C(F)(F)F (stereo unspecified)
 : 2, -3, -1, -1, -1.9, -6, 2, -1.6, 1

Following part:
Results follow in this order: pCIP destab, FID counter, IDE act, IDE inh, IMP-1 inhibitor, PfM18AAP inh, HCV NS3 hel inh, VIM-2 inhibitor, SUMO HTRF inh
- CCNc1ccc(C2(O)C(=O)c3ccccc3C2=O)cc1
 : 2, -8, -3, 1, -2.7, 4, 11, -4.7, 15
- CC(=O)COc1ncn(-c2ccccc2)n1
 : 4, 1, 5, 0, -1.0, 5, -5, -0.9, 5
- COCCNC(=O)CCCn1c(=O)c2cc(OC)c(OC)cc2n(CC(=O)c2cccc(OC)c2)c1=O
 : 2, -14, 0, 2, -3.1, -8, 0, -4.0, 9
- COc1ccc(S(=O)(=O)N(C)CC(=O)NCc2ccccn2)cc1
 : -16, -10, -2, 2, 0.4, -17, -4, -0.4, 6
- O=C(/C=C/c1cccnc1)/C=C/c1cccnc1
 : -29, -8, -5, ., -0.5, 4, -2, 1.2, -2
- COc1cc(/C=C/C(=O)OCC(=O)c2c(N)n(C)c(=O)n(C)c2=O)ccc1OC(F)F
 : -2, -3, 2, 1, -2.1, 2, -8, -3.2, 7
- Cc1ccc(N/C=C/C(=O)C(C)(C)C)c(O)c1
 : 1, 1, 5, 0, -3.1, 11, 6, -1.3, -12
- Cc1cccc(NC(=S)N(CCN(C)C)Cc2cc3cccc(C)c3[nH]c2=O)c1
 : 7, 5, -2, -1, -2.5, -8, -26, -1.5, 9
- CCOc1ccccc1C(=O)Nc1cc(C(=O)NCC(C)C)ccc1Cl
 : 7, 2, ., 3, -4.0, 0, 6, -3.1, 9
- COc1ccc(C(=S)Nc2ccccc2)cc1
 : -12, -4, 0, -2, -2.6, 0, -1, -2.5, -3

Record cards, from the list above. Screens in order: pCIP destab | FID counter | IDE act | IDE inh | IMP-1 inhibitor | PfM18AAP inh | HCV NS3 hel inh | VIM-2 inhibitor | SUMO HTRF inh
Record of `Cc1cccc(NC(=S)N(CCN(C)C)Cc2cc3cccc(C)c3[nH]c2=O)c1` → 7 | 5 | -2 | -1 | -2.5 | -8 | -26 | -1.5 | 9
Record of `O=C(/C=C/c1cccnc1)/C=C/c1cccnc1` → -29 | -8 | -5 | . | -0.5 | 4 | -2 | 1.2 | -2
Record of `CCNc1ccc(C2(O)C(=O)c3ccccc3C2=O)cc1` → 2 | -8 | -3 | 1 | -2.7 | 4 | 11 | -4.7 | 15

(list continues)
Results follow in this order: pCIP destab, FID counter, IDE act, IDE inh, IMP-1 inhibitor, PfM18AAP inh, HCV NS3 hel inh, VIM-2 inhibitor, SUMO HTRF inh
- CCCCN(Cc1ccco1)C(=O)C1CCCN(c2ncnc3c2nc2n3CCCCC2)C1 (stereo unspecified)
 : -7, -60, 0, 7, -5.1, 3, 4, -1.7, -20
- CCN(CC)c1nc2ccccc2nc1C(C#N)C(=O)NCCCOC (stereo unspecified)
 : 0, -2, 1, 7, -3.0, -20, 17, -3.4, 18
- CCOC(=O)c1sc(N2N=C(C)/C(=C\c3ccc(OCC(=O)OC)cc3)C2=O)nc1C
 : 5, -12, -2, 10, -5.5, 10, 18, -5.5, -16
- CCOC(=O)c1ccc(NC(=O)C2(c3ccccc3)CCCC2)cc1
 : -14, -14, 6, 3, -3.2, 0, -8, -2.4, -15
- COc1ccc(C(=O)Nc2nnc(Cc3ccccc3)s2)c(OC)c1
 : -8, -21, 2, 3, -3.1, -1, -5, 0.5, -27
- CC1(C)CC(=O)C2=C(C1)NC(=O)CC2c1cccc(F)c1 (stereo unspecified)
 : 3, 1, 1, -4, -3.6, -8, 0, -4.8, 16
- COc1ccc(C2CC(c3cccs3)=NN2C(=S)Nc2ccccc2)cc1OC (stereo unspecified)
 : -5, -5, 7, 2, 1.5, 1, 0, -1.4, -12
- Cc1ccc(CN(C(=O)c2ccco2)C(C(=O)NC2CCCC2)c2ccc(N3CCOCC3)cc2)cc1 (stereo unspecified)
 : 3, -40, 3, 7, -2.3, 5, -11, -1.6, -1
- O=C(CSc1nnc(Cn2c(=O)sc3ccccc32)n1-c1ccccc1)N1CCCCCC1
 : 17, -18, -2, 4, -2.2, 6, -2, -2.6, -25
- O=C(NS(=O)(=O)Oc1cccc(F)c1)OC[C@@H]1CCCN2CCCCC12 (stereo partly specified)
 : 1, -6, 6, 3, 2.4, 7, 22, 2.3, -10

Continuation:
Results follow in this order: pCIP destab, FID counter, IDE act, IDE inh, IMP-1 inhibitor, PfM18AAP inh, HCV NS3 hel inh, VIM-2 inhibitor, SUMO HTRF inh
- CCCCN(C)CCCNC(=O)c1cc(Nc2ccc(OC)c(OC)c2)nc2ccccc12
 : -4, 28, -3, 3, -1.6, 8, -22, 1.3, 7
- CN(Cc1ccccc1)C(=O)c1cc(S(=O)(=O)N2CCOCC2)cn1C
 : 3, -9, 2, 0, -3.1, -3, 4, 0.2, -4
- CCCCCCc1c(C)nc(-n2[nH]c(C)c(CCO)c2=O)[nH]c1=O
 : -1, -27, 2, -2, -4.2, 2, 17, -2.5, -43
- Cc1noc(C)c1-c1nnc(-c2ccc(C(F)(F)F)cc2)o1
 : 4, -3, 4, 4, -3.0, -1, -13, -2.7, -2
- Cc1c(C(=O)O)sc(=S)n1CCOc1ccccc1
 : -5, -10, 1, 3, -1.8, 5, 12, 0.1, -17

Sorted by length of the SMILES (ascending): 3 of the compounds above
Results follow in this order: pCIP destab, FID counter, IDE act, IDE inh, IMP-1 inhibitor, PfM18AAP inh, HCV NS3 hel inh, VIM-2 inhibitor, SUMO HTRF inh
- Cc1noc(C)c1-c1nnc(-c2ccc(C(F)(F)F)cc2)o1
 : 4, -3, 4, 4, -3.0, -1, -13, -2.7, -2
- CN(Cc1ccccc1)C(=O)c1cc(S(=O)(=O)N2CCOCC2)cn1C
 : 3, -9, 2, 0, -3.1, -3, 4, 0.2, -4
- O=C(NS(=O)(=O)Oc1cccc(F)c1)OC[C@@H]1CCCN2CCCCC12 (stereo partly specified)
 : 1, -6, 6, 3, 2.4, 7, 22, 2.3, -10
